M5 PAM: positive allosteric modulators of human muscarinic M5 receptor; CHO-K1 hM5, Fluo-8 calcium, ACh EC20 PAM; 0% = ACh EC20, 100% = ACh EC100; hit rate 0.3% among 360,000; activation, % at 3 µM; P08912; AID 624038;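 active = activation above the run cutoff, the mean activation of all test compounds plus 3 SD, cut at about 18% in these data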
Target sequence (P08912 whole entry, looked up): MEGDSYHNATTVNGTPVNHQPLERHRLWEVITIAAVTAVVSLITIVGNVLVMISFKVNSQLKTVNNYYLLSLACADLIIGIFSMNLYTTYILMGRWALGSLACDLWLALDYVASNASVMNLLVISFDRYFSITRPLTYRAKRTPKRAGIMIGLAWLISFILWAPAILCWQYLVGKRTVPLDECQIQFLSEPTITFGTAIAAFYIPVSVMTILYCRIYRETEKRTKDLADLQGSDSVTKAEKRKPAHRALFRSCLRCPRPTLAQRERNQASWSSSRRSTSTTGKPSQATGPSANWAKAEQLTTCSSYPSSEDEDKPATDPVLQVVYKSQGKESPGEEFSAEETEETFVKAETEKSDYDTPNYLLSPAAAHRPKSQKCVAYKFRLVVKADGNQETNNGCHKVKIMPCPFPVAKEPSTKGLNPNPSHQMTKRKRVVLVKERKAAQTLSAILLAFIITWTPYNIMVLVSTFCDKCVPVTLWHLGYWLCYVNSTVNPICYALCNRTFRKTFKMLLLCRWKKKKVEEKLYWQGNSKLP
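Measured by: Fluo-8 calcium fluorescence; material: human M5 receptor in CHO-K1 cells; schedule: Post-acetylcholine fluorescence recording 140 s; benchmarks: low control EC20 acetylcholine (0%), high control EC100 acetylcholine (100%); read-out: Max/basal fluorescence ratio as % of EC20–EC100 ACh window; compound: single dose, 3 µM nominal final test concentration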
M1 PAM parental: nonselective activator or artifact in parental CHO-K1 calcium assay; AID 602247; activation, % at 3 µM; ATP EC20, Fluo-8 calcium fluorescence; 0% at ATP EC20, 100% at ATP max; hit rate 0.02% among 360,000;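 active = activation above the run cutoff, the mean activation of all test compounds plus 3 SD, cut at about 40% in these data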;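 note: peak over basal fluorescence ratio in a 140 s read after ATP addition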
CHO-K1 Ca antag: counter-screen for M1 antagonists: effect in parental CHO-K1 cells | inhibition, % at 3 µM | hit rate 0.6% among 360,000 | ATP-induced calcium, Fluo-8 fluorescence;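 active = inhibition above a per-plate cutoff, the plate's mean sample inhibition plus 3 SD, cut at about 24% in these data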;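 note: 0% = DMSO plus EC80 ATP and 100% = DMSO alone without ATP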
CHRM5 agonist: CHRM5 agonism in calcium assay; CHO-K1 hM5 cells, Fluo-8 calcium fluorescence; 0% DMSO wells, 100% maximal acetylcholine response; P08912; AID 624037; activation, % at 3 µM; hit rate 0.19% among 360,000;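 active = activation above the run's mean over test compounds plus 3 SD, cut at about 23% in these data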;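 note: signal is peak over basal fluorescence ratio across the kinetic read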
M1 ag parental: M1 agonist counterscreen hit in parental CHO-K1 cells | Fluo-8 calcium fluorescence; scaled to maximal ATP response, vehicle zero | activation, % at 3 µM | hit rate 0.48% among 360,000 | AID 602248; in the data active = activation above about 15%;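 note: untransfected CHO-K1 host cells lacking M1 receptor as counterscreen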
M4 antag: blocks acetylcholine activation of human M4 receptor; CHO-hM4 cells, ACh EC80, Fluo-8 calcium fluorescence; hit rate 0.73% among 360,000; inhibition, % at 3 µM; AID 624125; P08173;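 active = inhibition above its plate's cutoff, the mean inhibition of sample wells plus 3 SD, cut at about 27% in these data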;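 note: 0% = acetylcholine EC80 with DMSO and 100% = DMSO without agonist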
Target sequence (P08173 whole entry, looked up): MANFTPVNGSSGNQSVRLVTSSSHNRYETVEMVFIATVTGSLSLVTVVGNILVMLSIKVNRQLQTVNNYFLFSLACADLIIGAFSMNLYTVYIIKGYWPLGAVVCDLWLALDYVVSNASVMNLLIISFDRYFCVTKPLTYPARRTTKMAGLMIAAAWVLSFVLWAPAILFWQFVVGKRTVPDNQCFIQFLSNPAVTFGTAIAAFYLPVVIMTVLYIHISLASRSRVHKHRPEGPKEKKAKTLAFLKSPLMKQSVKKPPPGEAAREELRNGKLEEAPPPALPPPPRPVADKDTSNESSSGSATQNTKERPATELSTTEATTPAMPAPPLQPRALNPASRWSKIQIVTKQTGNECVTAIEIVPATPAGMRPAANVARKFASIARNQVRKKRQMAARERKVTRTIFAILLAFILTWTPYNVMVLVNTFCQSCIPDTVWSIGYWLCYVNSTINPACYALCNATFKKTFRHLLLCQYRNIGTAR
CHRM4 agonist: CHRM4 agonism in calcium assay; P08173; CHO-K1 hM4/Gqi5, Fluo-8 calcium fluorescence; vehicle 0%, full acetylcholine response 100%; activation, % at 3 µM; hit rate 0.14% among 360,000; AID 624127;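 active = activation above the run mean over all test wells plus 3 SD, cut at about 32% in these data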;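 note: peak over basal fluorescence ratio per well then scaled between controls; 0% = DMSO wells and 100% = acetylcholine at EC100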
M5 antag: blocks acetylcholine activation of human M5 receptor. CHO-hM5 cells, Fluo-8 calcium fluorescence, ACh EC80. inhibition, % at 3 µM. P08912. hit rate 0.59% among 360,000. AID 624040;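 active = inhibition above a per-plate cutoff, the mean of that plate's test compounds plus 3 SD, cut at about 27% in these data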;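 note: 0% = acetylcholine EC80 with DMSO and 100% = DMSO without agonist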
CHRM4 PAM: positive allosteric modulators of human muscarinic M4 receptor; CHO-K1 hM4/Gqi5, Fluo-8 calcium fluorescence, ACh EC20; 0% = ACh EC20, 100% = maximal ACh; activation, % at 3 µM; hit rate 0.4% among 360,000; AID 624126;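 active = activation above its plate's cutoff, the mean activation of sample wells plus 3 SD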; note: some results filed as inactive read as strong as hits
The depositor's hits bear a star; & = joins results of further samples.

SMILES	M5 PAM	M1 PAM parental	CHO-K1 Ca antag	CHRM5 agonist	M1 ag parental	M4 antag	CHRM4 agonist	M5 antag	CHRM4 PAM
O=c1cc(NCc2ccco2)[nH]c(=O)n1-c1ccc(Br)cc1	6	16	-7	3	0.4	7	0	-13	-3
O=C(COC(=O)/C=C/c1ccc(C(F)(F)F)cc1)Nc1ccc2[nH]c(=O)[nH]c2c1	6	16	3	5	1.5	-5	2	3	0
O=C(Cc1ccc(Cl)cc1)Nc1ccc(SC(F)F)cc1	-18	1	1	-3	4.2	9	8	12	-15
O=C(NCCN1CCN(c2ccccc2)CC1)C1CCN(S(=O)(=O)N2CCOCC2)CC1	11	-7	1	0	0.2	0	2	6	-1
CCOC(=O)C1CCCCN1Cc1ccc(F)cc1 (centres undefined)	-1	-1	-16	4	0.0	3	2	4	4
CC(C)(C)NC(=O)c1cc(F)c(F)cc1Cl	3	-7	16	-1	0.0	3	1	-3	3
O=C(c1ccc(N2CCCCC2)c([N+](=O)[O-])c1)N(Cc1ccccc1)c1ccccn1	-5	16	-5	-2	0.4	-9	-1	5	2
CC1CCN(C(=O)CCC(=O)Nc2ccc([N+](=O)[O-])cc2)CC1	-8	-10	8	0	-0.1	-15	-1	4	8
C=CCC[C@@H](Cc1ccc(F)cc1)C(=O)OC[C@H](C)NC(=O)[C@@H](CC=C)CC(=O)N[C@@H](CO)Cc1ccccc1	4	8	-11	1	0.3	1	0	9	9
Cc1ccc(C(=O)Nc2ccc3cn[nH]c3c2)cc1S(=O)(=O)N1CCOCC1	-12	-7	10	5	4.9	3	13	9	-6
O=C(O)c1cccc(-c2ccc3c(c2)OCO3)c1	3	4	-4	-1	0.1	-10	2	8	0
CC(C)COc1cccc(C(=O)N(C)CC(=O)Nc2cccc3ccccc23)c1	-5	-2	-22	-9	0.8	-25	9	1	2
CC(=O)N1CCc2cc(S(=O)(=O)NCCC(=O)Nc3cc(C)cc(C)c3)ccc21	-3	18	-9	-3	0.6	9	2	-4	-3
CCCN(CC(=O)Nc1ccccc1C)C(=O)c1ccc(-c2ccc(C(C)=O)cc2)o1	-1	11	5	-1	5.7	3	11	16	-7
COc1ccc(-c2[nH]ncc2/C=N\NC(=O)c2ccc(Br)o2)cc1OC	-3	17	4	-3	0.7	-8	4	7	2
CN1CCN(S(=O)(=O)c2ccc(NC(=O)COc3ccccc3)cc2)CC1	6	-14	12	1	-0.2	6	0	-20	2
COc1cc2c(cc1NC(=O)C(c1ccccc1)c1ccccc1)CCCC2	-8	10	-12	-2	0.1	13	-2	5	-1
CCN1C(=O)c2cccc3c(Cl)ccc(c23)C1=O	1	27	-14	-2	1.9	-3	1	9	7
O=C(Nc1nnc(C2CC2)s1)C1CCCCC1	4	10	-11	3	-0.2	-4	0	-3	7
CCN(c1ccccc1)S(=O)(=O)c1ccc(Cl)c(NC(=O)COC(=O)c2ccc(Cl)c(N)c2)c1	0	-3	13	1	0.0	5	0	2	-4
Cc1c(N=Cc2ccc(Br)s2)cccc1[N+](=O)[O-]	-11	-5	-5	-3	0.4	0	1	22	-5
CCOC(=O)c1c(C)nc2cc(C)cc(C)n12	0	15	-12	-5	-0.6	4	0	8	-2
CCCCn1c(N)c(N(CC(C)C)C(=O)c2cccc(S(=O)(=O)N3CCCCCC3)c2)c(=O)[nH]c1=O	5	1	2	-3	-0.2	-4	1	2	9
COc1ccc(CC2(C)OC(c3ccc(Cl)cc3)=NN2C(C)=O)cc1 (centres undefined)	-9	-3	2	-4	-0.5	1	-2	-1	-4
COc1ccc(NC(=O)CCNS(=O)(=O)c2cccc3nonc23)c(OC)c1	1	22	-16	-1	0.2	4	1	18	-4
CCOC(=O)Cc1csc(NC(=O)Nc2cccc(OC)c2)n1	-5	7	-2	3	8.1	-13	9	5	-10
COc1ccc(CCn2c(C3CCCCC3)nc3c(c(=O)c4ccccc4n3C)c2=O)cc1	-8	5	-13	10	9.2	1	45*	8	-14
COc1cc(-c2nnc3sc(-c4cccs4)nn23)cc(OC)c1OC	6	10	-3	-7	2.1	4	2	-1	6
COc1ccc(CCNC(=O)C(C)n2nc(C)n3c(cc4occc43)c2=O)cc1OC (centres undefined)	-8	-8	-7	-4	0.5	6	0	6	0
CCc1ccc(Nc2ncccc2C#N)cc1	5	4	0	-4	-0.2	8	-1	-5	6
O=c1cc(O)nc(SCc2ccccc2)n1-c1ccccc1	10&10	7&12	-12&-7	3&-2	0.5&3.2	-1&-3	1&7	-13&-7	1&1
Cc1cc(NS(=O)(=O)c2ccc(NC(=S)NC(=O)c3ccc(F)cc3Cl)cc2)no1	1	27	-12	-4	2.1	9	-1	1	-10
Cc1cc(CN(C)C(=O)C2CCC(=O)N(CCc3ccccc3)C2)n[nH]1 (centres undefined)	4	20	-5	-4	0.3	-17	1	-23	8
CCCCNC(=O)C1c2ccccc2OCC(=O)N1CC(F)(F)F (centres undefined)	-1	3	-10	-1	0.1	-10	1	-3	10
CC1CCCCN1C(=O)COc1ccccc1F (centres undefined)	5	-5	6	-2	-0.6	-7	2	3	13
Cc1ccc2nc(-c3ccccn3)c(NC3CCCC3)n2c1	-4	18	-3	-1	3.1	0	11	5	-3
Cc1cc2nc(-c3cc(N4CCOCC4)ccc3[N+](=O)[O-])ccn2n1	0	4	-12	-8	0.5	5	0	7	-3
CCN(C(=O)CSc1nnc(-c2ccccc2)n1C)C1CCS(=O)(=O)C1 (centres undefined)	1	13	-6	-3	7.8	5	0	-5	-2
CC(=O)c1cccc(OCC(O)CN2CCN(C(=O)c3ccco3)CC2)c1 (centres undefined)	2	8	-16	-6	1.6	-3	2	0	6
COc1ccc(S(=O)(=O)NCCC(=O)Nc2ccc(C)cc2)cc1	5	31	-20	0	5.0	-14	2	4	7
CCOC(=O)C1=C[C@@H](C(C)(C)C)N(S(=O)(=O)c2ccc(C)cc2)[C@H]1c1cccc(Cl)c1	-9	10	12	1	0.5	8	-1	4	-9
CCN(CC)C(=O)C1CCCN(Cc2cccc(F)c2)C1 (centres undefined)	7	7	-4	-2	0.4	-3	0	-5	6
O=C(COc1ccccc1Cl)NC(=S)N1CCc2ccccc21	-5	9	-22	-5	2.5	-6	6	-4	0
CC(=O)Nc1cc(-c2cccc(F)c2)cn2c(-c3ccc(S(C)(=O)=O)cc3)cnc12	-7	13	-17	3	3.7	-1	8	-2	0
O=C(O)C1CCN(S(=O)(=O)c2ccc3c(c2)OCCCO3)CC1	6	19	-14	0	1.3	-4	1	4	2
CC(=O)C1=C(C)NC(SCC(=O)c2ccc(F)cc2)=C(C#N)C1CC(C)C (centres undefined)	-6	9	-8	-2	-0.3	5	1	0	-1
CCC(CC)C(=O)Nc1c(C(=O)N2CCN(c3ccccc3)CC2)oc2ccccc12	1	-4	-5	0	-0.9	13	1	7	-4
Nc1nc(C2CCCN2S(=O)(=O)c2ccc(Cl)cc2)cs1 (centres undefined)	-10	10	-9	-4	0.6	3	2	-8	-5
CCCCC1(c2ccc(F)cc2)NC(=O)N(CC(=O)Nc2ccc(N3CCOCC3)cc2)C1=O (centres undefined)	5	26	-10	23	7.5	-3	17	4	3
Cc1onc(-c2ccccc2)c1-c1ccnn1S(=O)(=O)c1ccc(Cl)cc1	-5	5	-4	-6	0.1	4	0	8	-28
Continuation:
SMILES	M5 PAM	M1 PAM parental	CHO-K1 Ca antag	CHRM5 agonist	M1 ag parental	M4 antag	CHRM4 agonist	M5 antag	CHRM4 PAM
CCCCCC(=O)NC(=S)NNC(=O)c1ccc([N+](=O)[O-])cc1	-5	16	-3	0	1.7	5	1	14	4
COc1ccccc1Nc1nc(N)nc(CCl)n1	-1	17	-2	-1	0.1	-10	0	4	1
CC[C@@]1(C(=O)OC)N[C@H](CN(C)C(=O)C2CCCCC2)[C@@H]2C(=O)N(Cc3ccccc3)C(=O)[C@@H]21	0	-1	-6	0	-0.3	-16	1	-3	-3
COc1ccc(CSc2nncn2N)cc1Br	5	-9	13	2	0.0	1	0	-4	5
O=C1c2ccc(Oc3ccc([N+](=O)[O-])cc3)cc2C(=O)N1c1ccncc1	-1	23	-7	-1	4.8	3	2	7	4
O=C(C(F)C(F)(F)F)N1CCN(c2ccccc2)CC1 (centres undefined)	0	12	-15	1	0.6	6	1	12	6
COc1cccc(NC(=O)CCNS(=O)(=O)c2ccc3c(c2)CC(C)N3C(=O)C2CC2)c1 (centres undefined)	-10	-17	-7	-2	6.2	0	7	13	-3
Cc1oc2c(CN3CCCCC3)c(O)ccc2c(=O)c1-c1ccc(Cl)cc1	3	4	-8	-3	0.5	21	0	-3	-14
Cc1ccc(NC(=O)COC(=O)Cn2cnc3c2c(=O)n(C)c(=O)n3C)cc1Cl	-7	8	-16	-1	4.2	-3	8	10	-2
CC1=NN(C(=S)Nc2ccccc2)C(C)(C)C1	19*	-4	0	-3	-0.5	2	0	10	2
COc1ccc(-c2nc(CN(Cc3cnn(C)c3)C(C)C)c(C)o2)c(OC)c1	4	-4	4	0	0.0	-2	1	-12	6
CCCn1c(NC(=O)C2CCN(C(=O)c3ccc(F)cc3)CC2)nc2ccccc21	-2	-9	0	-3	0.3	1	2	-2	-6
CC(=O)Nc1ccc(NC(=O)CNC(=O)c2cccc(C)c2)cc1	0	4	14	1	0.3	5	1	17	-9
CCOC(=O)C1CCCN(C(=O)C2CCN(S(=O)(=O)CC)CC2)C1 (centres undefined)	-3	-2	-12	2	0.3	-2	2	1	3
Cc1cc(C)c(S(=O)(=O)N2CCCOC2CNC(=O)C(=O)NCCC2=CCCCC2)c(C)c1 (centres undefined)	-3	16	-7	1	0.2	2	1	6	-3
Cc1cc(C)c(NC(=O)C2=CCN(S(=O)(=O)c3ccc(F)cc3)CC2)c(C)c1	-6	7	-2	0	0.5	3	1	3	-2
CC(Oc1ccc(Cl)cc1)C(=O)Nc1ccccc1C(=O)N1CCOCC1 (centres undefined)	-3	11	-10	-5	1.4	4	3	12	7
Cc1cc(-c2ccccc2)c2c(=O)[nH][nH]c2n1	-7	33	-17	-2	-0.2	-4	-1	-5	11
Cc1ccsc1/C=C(\CC(=O)O)c1nc2ccccc2o1	10	-25	10	-3	0.2	-13	1	-16	6
O=C(/C=C/NCc1cccnc1)C(F)(F)C(F)(F)F	10	9	-10	3	0.6	-30	2	-3	5
Cc1ccc(-c2c3c(=O)n(C)c(=O)n(C)c3cn2Cc2cccnc2)cc1	-1	-2	6	0	0.1	9	0	1	-1
COc1cccc(C(=O)NCC(=O)OCC(=O)c2ccccc2)c1	2	-7	7	0	0.7	-5	2	-3	-2
O=S(=O)(c1cnc[nH]1)N1CCCCCC1	-2	19	-18	-5	0.6	-5	0	7	3

Entries of single compounds as entered above.
Entry for CCOC(=O)C1CCCN(C(=O)C2CCN(S(=O)(=O)CC)CC2)C1 (centres undefined) : M5 PAM: -3; M1 PAM parental: -2; CHO-K1 Ca antag: -12; CHRM5 agonist: 2; M1 ag parental: 0.3; M4 antag: -2; CHRM4 agonist: 2; M5 antag: 1; CHRM4 PAM: 3
Entry for COc1cccc(C(=O)NCC(=O)OCC(=O)c2ccccc2)c1 : M5 PAM: 2; M1 PAM parental: -7; CHO-K1 Ca antag: 7; CHRM5 agonist: 0; M1 ag parental: 0.7; M4 antag: -5; CHRM4 agonist: 2; M5 antag: -3; CHRM4 PAM: -2

Screens as filed in PubChem.

Random draw from the library; 2.7% or so of the library scored in one or more.
